Source: PubChem BioAssay
CCHF vOTU inh: CCHFV vOTU protease inhibitors, primary screen, biochemical, Pep-AMC substrate, fluorescence. AID 651958, 2012. inhibition, % at 11.5 µM. Crimean-Congo hemorrhagic fever virus L polyprotein viral ovarian tumor (vOTU) protease …. 0.55% of 370,000 active; in the data active = inhibition above about 30%; also: 0% = vehicle wells with enzyme and 100% = no enzyme wells
DUSP3 inh: VHR1 phosphatase inhibitors, primary screen, biochemical, absorbance, uHTS | Dual specificity protein phosphatase 3 (Homo sapiens), P51452 | recombinant VHR phosphatase, pNPP absorbance | inhibition, % at 13.3 µM | 0.52% of 290,000 active; in the data active = inhibition above about 50%; also: some compounds called inactive have numbers as strong as hits
Target sequence (P51452 whole entry, looked up): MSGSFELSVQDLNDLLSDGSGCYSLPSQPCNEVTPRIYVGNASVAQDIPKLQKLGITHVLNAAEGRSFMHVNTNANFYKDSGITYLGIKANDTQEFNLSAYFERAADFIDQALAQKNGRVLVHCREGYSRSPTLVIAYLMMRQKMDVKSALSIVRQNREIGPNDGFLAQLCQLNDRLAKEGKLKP
Rv3671c inh: Rv3671c serine protease inhibitors, primary screen, biochemical, fluorescence polarization, M. tuberculosis H37Rv. P9WHR9. inhibition, % at 5.96 µM. 0.048% of 320,000 active. AID 2606, 2010; in the data active = inhibition above about 38%;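 also: extracellular domain of Rv3671c used as enzyme; 0% = enzyme with DMSO and 100% = no enzyme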
Target sequence (P9WHR9 whole entry, looked up, the tested form may be a part): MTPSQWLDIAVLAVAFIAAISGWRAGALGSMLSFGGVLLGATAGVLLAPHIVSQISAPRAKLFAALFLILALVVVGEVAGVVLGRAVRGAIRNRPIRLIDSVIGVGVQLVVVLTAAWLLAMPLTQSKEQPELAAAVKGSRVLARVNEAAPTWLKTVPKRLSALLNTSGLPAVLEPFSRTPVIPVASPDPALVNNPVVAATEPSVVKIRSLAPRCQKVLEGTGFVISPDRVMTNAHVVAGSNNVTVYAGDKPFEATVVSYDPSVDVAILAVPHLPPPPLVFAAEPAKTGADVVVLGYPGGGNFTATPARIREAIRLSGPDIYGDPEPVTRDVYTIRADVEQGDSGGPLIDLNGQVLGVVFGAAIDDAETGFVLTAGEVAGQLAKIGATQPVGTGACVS
TcdB GH inh: TcdB glycohydrolase inhibitors, primary screen, biochemical, single point, plate reader; Toxin B (Clostridioides difficile), P18177; TcdB glycohydrolase enzymatic assay; inhibition, % at 9.99 µM; 0.24% of 350,000 active; AID 652162, 2013; in the data active = inhibition above about 10%
SSB-PriA inh: inhibitors of Klebsiella pneumoniae PriA binding to SSB C-terminal tail, primary screen, biochemical, AlphaScreen | PriA–SSB C-terminal tail interaction (Klebsiella pneumoniae) | AlphaScreen SSBct-PriA binding, biotinylated peptide | inhibition, % at 33 µM | AID 1272365, 2023 | 0.6% of 430,000 active; in the data active = inhibition mostly above about 37%, no sharp cut-off; inactive = mostly below about 20%;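 also: plate controls were negative control peptide for no effect and reference peptide for full effect; strong numbers were not always called active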
Vc quorum ag: inducers of Vibrio cholerae quorum light production without autoinducers, primary screen, BH1578 luxS cqsA deficient, single point. V. cholerae BH1578 lux reporter, luminescence, 6 h. 0.16% of 350,000 active. activation, % at 18.7 µM; in the data active = activation mostly above about 9.7%, no sharp cut-off; also: not every result past the cut was called active; inactives centre near 0; reference of the scale not given here
MazF activator: activators of E. coli MazEF toxin-antitoxin RNase, primary screen, biochemical, fluorescence, uHTS. FAM/BHQ RNA-DNA oligo cleavage fluorescence, 5 h. activation, % at 20 µM. 0.32% of 350,000 active. AID 504720, 2011; in the data active = activation above about 50%
Target sequence (P0AE70 whole entry, looked up): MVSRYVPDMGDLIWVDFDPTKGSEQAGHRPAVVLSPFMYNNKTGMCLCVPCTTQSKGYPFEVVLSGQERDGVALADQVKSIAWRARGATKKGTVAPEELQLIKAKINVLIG
Yp Topo-I inh: Yersinia pestis topoisomerase I inhibitors, primary screen, biochemical, cleavage product accumulation, plate reader, single point; DNA topoisomerase I (Yersinia pestis CO92); Y. pestis Topo-I cleavage product accumulation; activity, % at 10 µM; 0.064% of 360,000 active; in the data active = activity above about 50%, passing the limit was not always enough; also: inactives centre near 2
PrPC surface inh: inhibitors of human cell surface prion protein PrPC, primary screen, cell-based, TR-FRET. 0.43% of 370,000 active. inhibition, % at 13.8 µM. AID 720596, 2013. TR-FRET read-out. Major prion protein (Homo sapiens), P04156; in the data active = inhibition above about 24%; also: 0% = median of the test wells and 100% = reference compound wells
SARS 3CLpro inh: SARS-CoV 3CLpro protease inhibitors, primary screen, biochemical, quenched FRET | Replicase polyprotein 1ab (Severe acute respiratory syndrome coronavirus), P0C6X7 | recombinant SARS-CoV 3CLpro, quenched FRET peptide cleavage | inhibition, % at 6 µM | 0.14% of 290,000 active | AID 1706, 2009; in the data active = inhibition above about 12%
Starred values were filed as active, the others as inactive; i = inactive; nt = no result given.

Abbreviations – A = CCHF vOTU inh; B = DUSP3 inh; C = Rv3671c inh; D = TcdB GH inh; E = SSB-PriA inh; F = Vc quorum ag; G = MazF activator; H = Yp Topo-I inh; I = PrPC surface inh; J = SARS 3CLpro inh
1	COc1ccc(S(=O)(=O)N2CCOCC2)cc1NC(=O)CSc1ccc(F)cc1
  A = -3	B = nt	C = -4	D = 1.1	E = -11	F = -0.4	G = -5	H = 16	I = -4	J = nt
2	N#Cc1ccc(C(=O)NC2CCCc3ccccc32)cc1 (stereo unspecified)
  A = 6	B = 32	C = 7	D = 1.4	E = -14	F = 0.4	G = 11	H = -2	I = -2	J = 1
3	COC(=O)c1sc(NC(=O)CSc2nncs2)c(C(=O)OC)c1C
  A = 7	B = -24	C = -1	D = nt	E = -4	F = i	G = 9	H = -5	I = 7	J = 0
4	Cc1cc(=O)[nH]c(SCC(=O)c2c(N)n(C)c(=O)n(C)c2=O)n1
  A = 5	B = 19	C = -2	D = nt	E = -8	F = i	G = 1	H = 6	I = -6	J = 4
5	CCOC(=O)c1cnn(-c2ccccc2)c1NC(=O)c1ccccc1
  A = -9	B = 13	C = -7	D = nt	E = -29	F = -1.0	G = -2	H = 8	I = -6	J = -1
6	CSc1nnc2c(=O)[nH]c(=O)n(C)c2n1
  A = 13	B = nt	C = nt	D = 0.6	E = -3	F = -3.3	G = 4	H = 8	I = -15	J = nt
7	NS(=O)(=O)c1ccc2c(c1)C(=NO)c1cc(S(N)(=O)=O)ccc1-2
  A = -13	B = -28	C = -39	D = 0.7	E = -6	F = i	G = 12	H = -15	I = -32	J = 1
8	Cc1ccc(CN=c2c([N+](=O)[O-])nn(-c3cccc(Cl)c3)n2O)cc1
  A = 7	B = 7	C = -10	D = -0.1	E = 4	F = i	G = 1	H = 11	I = -10	J = -2
9	Cn1nccc1C(=O)N1CCN(c2ccccc2Cl)CC1
  A = -6	B = 6	C = 5	D = 0.4	E = -18	F = i	G = -2	H = -7	I = -1	J = -2
10	O=C(CSc1nnc(-c2ccoc2)o1)N1CCOCC1
  A = 3	B = -1	C = 7	D = nt	E = 8	F = -0.2	G = -4	H = 2	I = -1	J = 1

Taken from above:
PrPC surface inh result of compound 10 reads -1
CCHF vOTU inh result of compound 5 reads -9

Next section:
Abbreviations – A = CCHF vOTU inh; B = DUSP3 inh; C = Rv3671c inh; D = TcdB GH inh; E = SSB-PriA inh; F = Vc quorum ag; G = MazF activator; H = Yp Topo-I inh; I = PrPC surface inh; J = SARS 3CLpro inh
11	C#CCN(C(=O)C1CCC(=O)N(CCc2cccc(F)c2)C1)C1CCCCC1 (stereo unspecified)
  A = 13	B = nt	C = nt	D = 0.2	E = nt	F = -3.1	G = 5	H = 1	I = 3	J = nt
12	Cc1nnc(NC(=O)CSc2nccn2Cc2ccc(F)cc2)s1
  A = 16	B = 6	C = 1	D = -1.3	E = 0	F = i	G = -11	H = 1	I = -5	J = 7
13	CC(NC(=O)c1ccc(Cl)cc1)c1nnc(SCC(=O)NC2=NCCS2)n1C (stereo unspecified)
  A = 6	B = 25	C = -5	D = 0.7	E = -6	F = -0.2	G = -1	H = 2	I = 4	J = -6
14	CC1Cc2ccccc2N1C(=O)CNc1ccccc1N1CCCCC1 (stereo unspecified)
  A = -7	B = 25	C = 3	D = 2.7	E = 22	F = i	G = 5	H = -6	I = 5	J = -1
15	NCCCC[C@H](NC(=O)C1CCNCC1)c1nnc([C@@H](N)CO)o1
  A = -11	B = 14	C = -2	D = -1.2	E = -5	F = 0.3	G = 3	H = 15	I = -4	J = 0
16	Cc1ccc(OCCN2C(=O)c3ccccc3C2=O)c([N+](=O)[O-])c1
  A = 9	B = -4	C = 0	D = 1.8	E = 2	F = i	G = 3	H = -1	I = -3	J = 1
17	Cc1cc(C(=O)CSc2nc(N)cc(N)n2)c(C)n1-c1cccc(C(F)(F)F)c1
  A = -1	B = -1	C = -7	D = 0.2	E = 7	F = i	G = -9	H = -3	I = -5	J = 7
18	COc1cccc(OC)c1C(=O)NNC(=O)c1ccc(F)cc1
  A = -2	B = 22	C = -3	D = 0.8	E = 7	F = i	G = 2	H = 4	I = 7	J = -3
19	Cc1ccc(CCc2nnc(SCC(=O)Nc3ccccc3Cl)n2-c2ccccc2)o1
  A = -2	B = 14	C = -2	D = 0.7	E = -4	F = i	G = 0	H = 34	I = 3	J = 6
20	Cc1ccc(C)c(NC(=O)c2ccc(N(C)S(C)(=O)=O)cc2)c1
  A = 8	B = 24	C = -7	D = nt	E = 12	F = -0.2	G = -3	H = -3	I = -1	J = 4
21	COc1cc(S(=O)(=O)N(CCc2ccccc2)Cc2cccs2)ccc1-n1cnnn1
  A = -11	B = 40	C = 2	D = nt	E = -12	F = -6.2	G = -19	H = -4	I = -6	J = 1
22	COc1ccc(CN(CC(=O)NCc2ccccc2)C(=O)c2csnn2)cc1
  A = -8	B = -1	C = -5	D = -3.7	E = -8	F = 0.9	G = -10	H = -8	I = 4	J = 4
23	COc1cc(Cl)ccc1OCc1cc(C(=O)N2CCCCCCC2)no1
  A = -1	B = 23	C = -4	D = -0.8	E = -10	F = -0.5	G = -9	H = 24	I = 2	J = 0
24	O=C(CSc1nc2ccccc2[nH]1)N1CCN(C(=O)c2ccco2)CC1
  A = 4	B = -3	C = -11	D = nt	E = 3	F = -0.3	G = -2	H = -4	I = -3	J = -5
25	Cc1ccc(C(=O)Nc2nnc(S(=O)(=O)N3CCCCCC3)s2)cc1
  A = 4	B = 13	C = -6	D = 1.7	E = -368	F = -0.1	G = 4	H = -8	I = 4	J = 1
26	Cc1cc(C)n(CC(O)Cn2c3ccccc3c3ccccc32)c(=O)n1 (stereo unspecified)
  A = 9	B = 19	C = 3	D = nt	E = -4	F = -1.7	G = 4	H = 2	I = -2	J = 1
27	CSc1cc(-c2ccco2)oc1C(=O)c1ccco1
  A = 4	B = nt	C = 7	D = -0.4	E = 5	F = -0.3	G = 8	H = -6	I = -12	J = nt
28	CCS(=O)(=O)c1ccc(-c2csc(-c3ccccc3)n2)c(Cl)c1Cl
  A = 8	B = 31	C = -10	D = nt	E = -7	F = i	G = -1	H = -5	I = -11	J = 0
29	O=c1c2[nH]c3cccc(Cl)c3c2ncn1CC1CCCO1 (stereo unspecified)
  A = -1	B = 9	C = -11	D = 0.6	E = -18	F = i	G = 2	H = -4	I = 4	J = 0
30	Cc1ccc(C(=O)COC(=O)CNC(=O)Cc2ccccc2)cc1[N+](=O)[O-]
  A = 6	B = 21	C = 4	D = nt	E = -25	F = i	G = 8	H = -6	I = -5	J = 3

Next section, starting with the last 3 of the part before.
Abbreviations – A = CCHF vOTU inh; B = DUSP3 inh; C = Rv3671c inh; D = TcdB GH inh; E = SSB-PriA inh; F = Vc quorum ag; G = MazF activator; H = Yp Topo-I inh; I = PrPC surface inh; J = SARS 3CLpro inh
28	CCS(=O)(=O)c1ccc(-c2csc(-c3ccccc3)n2)c(Cl)c1Cl
  A = 8	B = 31	C = -10	D = nt	E = -7	F = i	G = -1	H = -5	I = -11	J = 0
29	O=c1c2[nH]c3cccc(Cl)c3c2ncn1CC1CCCO1 (stereo unspecified)
  A = -1	B = 9	C = -11	D = 0.6	E = -18	F = i	G = 2	H = -4	I = 4	J = 0
30	Cc1ccc(C(=O)COC(=O)CNC(=O)Cc2ccccc2)cc1[N+](=O)[O-]
  A = 6	B = 21	C = 4	D = nt	E = -25	F = i	G = 8	H = -6	I = -5	J = 3
31	COc1cc(S(=O)(=O)N(Cc2cccc(OC)c2OC)CC2CCCO2)ccc1-n1cnnn1 (stereo unspecified)
  A = -12	B = 1	C = 6	D = 1.0	E = -5	F = 0.7	G = 1	H = 6	I = -1	J = -7
32	COc1cc(COc2ccc(S(=O)(=O)N3CCOCC3)cc2[N+](=O)[O-])ccc1OC(F)F
  A = 12	B = nt	C = nt	D = 0.0	E = -9	F = -1.3	G = 0	H = 23	I = -7	J = nt
33	O=S(=O)(Nc1ccc2cn[nH]c2c1)c1ccc(Cl)s1
  A = -11	B = 5	C = -8	D = 3.5	E = 2	F = -0.3	G = -3	H = 9	I = 3	J = 5
34	CCOC(=O)C1=C(N)OC2=C(C(=O)CCC2)C1c1ccccc1OC (stereo unspecified)
  A = -5	B = 0	C = -17	D = 1.2	E = -19	F = -0.7	G = 0	H = 2	I = 3	J = 2
35	O=C(Nc1ccc(Cl)cc1)c1nc[nH]c1C(=O)NCCN(CCNC(=O)c1[nH]cnc1C(=O)Nc1ccc(Cl)cc1)CCNC(=O)c1[nH]cnc1C(=O)Nc1ccc(Cl)cc1
  A = nt	B = nt	C = -37	D = nt	E = -9	F = i	G = -222	H = 64*	I = nt	J = nt
36	Cn1c(N)c(C(=O)CSc2nnc(C3CC3)n2Cc2ccccc2)c(=O)n(C)c1=O
  A = -2	B = nt	C = 6	D = 0.7	E = -5	F = i	G = 0	H = 0	I = 8	J = nt
37	Clc1ccc2nncn2n1
  A = -1	B = 17	C = 0	D = -0.5	E = 6	F = -0.2	G = 4	H = 5	I = -1	J = 5
38	COc1ccc(C(CNC(=O)Nc2ccc(Cl)cc2)N2CCN(C)CC2)cc1 (stereo unspecified)
  A = 7	B = 18	C = -1	D = 2.2	E = -8	F = -0.2	G = 20	H = -12	I = -10	J = 6
39	COc1cc(C(=O)Nc2scc(-c3ccccc3)c2C(=O)O)cc(OC)c1OC
  A = 4	B = 14	C = 6	D = 13*	E = 0	F = i	G = 2	H = 9	I = -1	J = 6
40	CCc1nc2ccc(C(=O)NCCCn3ccnc3)cn2c1N(C)C(=O)C1CCCCC1
  A = -2	B = nt	C = nt	D = 1.2	E = nt	F = i	G = nt	H = 0	I = -6	J = nt
41	CC1CCCC(NC(=O)COC(=O)CCC(=O)c2ccc(F)cc2)C1C (stereo unspecified)
  A = 18	B = nt	C = 4	D = -4.2	E = -18	F = i	G = 13	H = 8	I = -4	J = nt
42	Cc1ccc(-n2ncc3c2CCCC3NC(=O)c2cnccn2)cc1C (stereo unspecified)
  A = 2	B = 2	C = nt	D = 1.1	E = -5	F = 0.2	G = -3	H = 17	I = -2	J = -1
43	COc1ccc(CCN(Cc2ccccn2)C(=S)Nc2cccc(SC)c2)cc1OC
  A = 14	B = 16	C = -6	D = 0.0	E = -6	F = -0.4	G = 20	H = -10	I = 5	J = 2
44	Cn1cnc(S(=O)(=O)N2CCN(C(c3ccc(F)cc3)c3ccc(F)cc3)CC2)c1
  A = 12	B = 9	C = 1	D = 0.8	E = -1	F = -0.2	G = 0	H = 32	I = 1	J = -9
45	Cc1cc(O)c(-c2cc(O)c(C)cc2O)cc1O
  A = -11	B = 40	C = 1	D = 1.0	E = 8	F = i	G = 7	H = -4	I = 1	J = 4
46	O=C(O)C1CC(=O)N(CCc2ccc(F)cc2)C1 (stereo unspecified)
  A = -12	B = -17	C = -3	D = 0.5	E = -17	F = -0.4	G = 3	H = -4	I = 0	J = 0
47	CCCCNC(=S)NNC(=O)c1ccoc1C
  A = 15	B = 20	C = 0	D = nt	E = 7	F = i	G = 4	H = 3	I = 7	J = 3
48	Cc1nc2ccccc2nc1-c1ccc([N+](=O)[O-])cc1
  A = 7	B = nt	C = nt	D = 0.6	E = -2	F = i	G = 10	H = 4	I = -46	J = nt

These rows are one share of the data; the hit share may differ from the screen's.
